TSG101-PTAP inh = qHTS Validation Assay for Inhibitors of HIV-1 Budding by Blocking the Interaction of PTAP/TSG101: Sytravon Library Screen | Tumor susceptibility gene 101 protein (Homo sapiens), Q99816 | Fluorescence polarization, FITC-PTAP peptide/Tsg101, 20 min | Potency, µM (titrated, usually from 115 µM), inactives show at the top dose activity change, negative = inhibition, hits mostly inhibitors | 44,000 tested, under 10 active | AID 1347069, 2019; note: potency is the fitted concentration of half-maximal effect; 0% is about no effect
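The Tsg101 binding domain, at 10 uM final, is mixed with compound and a FITC peptide bearing the PTAP motif (50 nM final). After 20 min at r.t., polarization is measured; actives defined by CRC class, efficacy cut-off 60% inhibition.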
p53null 32C kill = qHTS Screen for Compounds that Selectively Target Cancer Cells with p53 Mutations: Cytotoxicity of p53 Null Cells at the Permissive Temperature. H1299-neo p53 null cells, ATP luminescence, 24 h, 32C. Potency, µM (doses to about 46.1 µM), for inactives: at the highest dose activity change, negative = cytotoxicity, actives largely listed as cytotoxic. actives 0.62% (n = 55,000). AID 903, 2007;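 note: potency is the fitted concentration of half-maximal effect; 0% = DMSO only and -100% = full killing by 100 µM tamoxifen; nearly all actives have a fitted effect of over 55% in size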
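Cells lacking p53 (H1299-neo) are plated at 600 per well and allowed to settle overnight at 37C. Test compounds (up to 46 uM) are added and held 24 hours at 32C, then ATP is quantified by luminescence.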
GALK inhibitor = qHTS Assay for Inhibitors of Human Galactokinase (GALK): NCGC Sytravon Library Screen. 44,000 tested, under 10 active. recombinant GALK, Kinase-Glo ATP luminescence, 1 h. P51570. Potency, µM (highest dose often 57.5 µM), for inactives: at the highest dose activity, negative = inhibition, usual class: inhibitors;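 note: plate controls were full GALK reaction for no effect and reaction lacking GALK for full effect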
Target sequence (P51570 whole entry, looked up): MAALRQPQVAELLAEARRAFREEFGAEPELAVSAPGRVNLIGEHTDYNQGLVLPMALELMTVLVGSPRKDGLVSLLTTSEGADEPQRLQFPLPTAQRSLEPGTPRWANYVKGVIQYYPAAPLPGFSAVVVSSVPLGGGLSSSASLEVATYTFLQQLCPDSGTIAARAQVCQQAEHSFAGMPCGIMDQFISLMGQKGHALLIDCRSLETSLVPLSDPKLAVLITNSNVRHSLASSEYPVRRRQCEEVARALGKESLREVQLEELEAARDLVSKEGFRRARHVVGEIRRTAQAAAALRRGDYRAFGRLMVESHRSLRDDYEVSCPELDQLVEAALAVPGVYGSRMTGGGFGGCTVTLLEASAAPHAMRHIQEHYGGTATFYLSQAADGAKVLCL
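5 nM GALK; 35 uM ATP; 100 uM D-galactose; 20 mM HEPES pH 8.0, 5 mM MgCl2, 60 mM NaCl, 1 mM DTT, 0.01% BSA; 1 h RT; Kinase-Glo Plus luminescence.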
NTMT1 inh = Primary qHTS for Inhibitors of N-terminal methyltransferase 1 (NTMT1): MTaseGlo Assay; actives 2.5% (n = 59,000); AID 1645870, 2021; Potency, µM (titrated, usually from 114 µM), inactives show at the top dose activity change, negative = inhibition, hits mostly inhibitors; NTMT1 MTase-Glo SAH luminescence, purified enzyme;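 note: potency is the fitted concentration of half-maximal effect; plate controls were DMSO vehicle for no effect and no enzyme for full effect; nearly all actives have a fitted effect of over 65% in size; many of its hits are not listed in these tables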
FH mod = Identification of activators of human fumarate hydratase by quantitative high-throughput screening; AID 1347055, 2019; Potency, µM (doses to about 79.9 µM), without a hit: at the top dose activity change, negative = inhibition, most hits filed as inhibitors; Fumarate hydratase, mitochondrial (Homo sapiens), P07954; actives 0.22% (n = 54,000); FH coupled MDH/diaphorase resazurin fluorescence, 15 min; note: potency is the fitted concentration of half-maximal effect; % is set by controls: 0 for no effect and ±100 for the full control effect; the screen sought activators but most active calls are inhibition curves; nearly all actives have a fitted effect of over 45% in size
Target sequence (P07954 whole entry, looked up): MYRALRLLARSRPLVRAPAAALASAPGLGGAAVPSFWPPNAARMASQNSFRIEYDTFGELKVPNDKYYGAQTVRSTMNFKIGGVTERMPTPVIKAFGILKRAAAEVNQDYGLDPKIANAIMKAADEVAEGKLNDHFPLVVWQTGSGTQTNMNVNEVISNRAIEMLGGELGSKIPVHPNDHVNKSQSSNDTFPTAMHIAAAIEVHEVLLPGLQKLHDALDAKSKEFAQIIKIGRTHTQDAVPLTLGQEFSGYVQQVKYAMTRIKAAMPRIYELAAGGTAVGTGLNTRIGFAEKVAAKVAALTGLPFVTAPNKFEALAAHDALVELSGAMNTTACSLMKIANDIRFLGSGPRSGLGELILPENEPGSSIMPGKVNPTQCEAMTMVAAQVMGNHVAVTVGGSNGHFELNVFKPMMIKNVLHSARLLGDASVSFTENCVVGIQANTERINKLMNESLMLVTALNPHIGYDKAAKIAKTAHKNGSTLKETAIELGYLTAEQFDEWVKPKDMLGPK
p53null 39C kill = qHTS Screen for Compounds that Selectively Target Cancer Cells with p53 Mutations: Cytotoxicity of p53 Null Cells at the Nonpermissive Temperature. Potency, µM (top dose mostly 46.1 µM), without a hit: at the highest dose activity, negative = cell killing, actives largely listed as cytotoxic. AID 904, 2007. H1299 p53-null (neo) cells, 39C, ATPlite viability, 24 h. actives 0.97% (n = 55,000);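 note: potency is the fitted concentration of half-maximal effect; 0% = DMSO only and -100% = full killing by 100 µM tamoxifen; nearly all actives have a fitted effect of over 50% in size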
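Luminescent ATP signal reported cell survival after H1299 lines (neo, p53 null; or p53 A138V) received up to 46 uM compound and 24 hr incubation at 39C.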
B2AR arrestin ag = qHTS assay of beta-arrestin-biased ligands of beta2-adrenergic receptor: NCGC Sytravon Library Screen. Potency, µM (doses to about 46.1 µM), for inactives: at the top dose activation, most hits filed as activators. HTLA Tango cells, beta-arrestin recruitment, luciferase luminescence, 18 h. Beta-2 adrenergic receptor (Homo sapiens), P07550. 44,000 tested, under 10 active;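 note: potency is the fitted concentration of half-maximal effect; 0% = DMSO and full agonism = EC100 isoproterenol or metaproterenol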
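Tango cell line, 1% FBS DMEM; cpd titration up to 46 microM; 18 hr, 37 degrees C, 5% CO2. Luciferin/ATP substrate mix added, 15 min RT, luminescence. %Activity, CRC fitting, curve-class categorization.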
The depositor's hits bear a star; ? = inconclusive; . = not tested or not shown; [ ] = another dose, or the depositor's remark. Calls come from the whole dose curve; as a rule, active = well fitted curve in the direction sought with a large enough effect; inconclusive = small, poorly fitted or top-dose-only effect, or another doubt; inactive = no such curve, though single readings can be large; an effect the other way counts as inactive or inconclusive.

Molecule,TSG101-PTAP inh,p53null 32C kill,GALK inhibitor,NTMT1 inh,FH mod,p53null 39C kill,B2AR arrestin ag
COc1ccccc1NC(=O)c1oc2ccccc2c1NC(=O)c1ccc(S(=O)(=O)N(C)C)cc1,1%,-6%,8%,23%,-9%,-14%,-2%
CCOc1ccc(CCNC(=O)C(CC)n2nc(C)c3c(C)n(-c4ccccc4)nc3c2=O)cc1 (configuration not stated),1%,-4%,4%,4%,-8%,10%,2%
CCN(CC)C(=O)C1=C(C)Nc2nc3ccccc3n2C1c1ccc(Cl)cc1 (configuration not stated),-12%,8%,6%,-14%,-4%,3%,-2%
COCCNC(=O)Cn1nc(-c2ccc(C)cc2)c2ccccc2c1=O,-2%,1%,0%,3%,5%,-11%,-1%
CCc1cccc2sc(N3CCN(C(=O)C4CC4)CC3)nc12,-2%,-14%,-2%,-13%,?,3%,-3%
COc1cc(Cl)c(C)cc1NC(=O)CC(c1ccc(F)cc1)N1Cc2ccccc2C1=O (configuration not stated),0%,-3%,-3%,.,.,41%[activator],2%
Cc1nc(-c2ccccc2)sc1CCNC(=O)C(=O)Nc1ccc2c(c1)OCO2,-1%,14%,-9%,-8%,-6%,19%,1%
CCC1=Nc2cc(C(=O)NCc3ccccc3Cl)ccc2Sc2ccc(C)cc21,0%,18%,0%,10%,-20%,11%,1%
O=C(Nc1ccc(Cl)cc1)C1CCC(CNS(=O)(=O)c2ccc(Br)s2)CC1 (configuration not stated),-4%,-19%,-9%,-1%,-1%,?,0%
CCOC(=O)CSc1nc2ccc(NC(=O)c3ccc(F)cc3)cc2s1,1%,-21%,1%,12%,3%,?,-4%
CCC(=O)n1nc(-c2cccnc2)nc1NCc1ccc(F)cc1,-5%,3%,4%,8%,-4%,16%,0%
CCc1cccc(NC(=O)C2CCC(CNS(=O)(=O)c3ccc4c(c3)CCCC(=O)N4)CC2)c1 (configuration not stated),-2%,-8%,3%,5%,-9%,-5%,0%
CC(C)C(=O)Nc1c(C(=O)N2CCN(c3ccccc3F)CC2)oc2ccccc12,-2%,-6%,-3%,-1%,-8%,-4%,-1%
Cc1ccccc1OCC(=O)Nc1ccc(S(=O)(=O)N(Cc2ccccc2)c2ccccc2)cc1,2%,6%,-1%,4%,-18%,1%,-2%
Cc1ccc(NC(=O)c2cnc(SCC(=O)N3CCOCC3)n(C)c2=O)cc1,0%,-1%,2%,0%,-13%,-10%,-2%
Cc1cccc(CS(=O)(=O)Cc2ccc(C(=O)NC(C)c3ccccc3)o2)c1 (configuration not stated),-7%,5%,?,0%,9%,2%,2%
CC1=C(C(=O)NCc2cccc(Br)c2)C2(CCCCC2)OC1=O,-2%,-14%,2%,-2%,-12%,-20%,-1%
COc1cccc(C(=O)Nc2ccccc2-c2nc3ccccc3s2)c1,-2%,0%,-2%,-4%,-6%,14%,0%
CC1CCN(C(=O)CSc2nnc(NC(=O)Nc3ccccc3)s2)CC1,-8%,0%,0%,-4%,-2%,17%,-3%
Cc1ccc(NC(=O)CSc2ccc(-c3sc(-c4ccccc4)nc3C)nn2)cc1F,3%,-9%,4%,-3%,?,-18%,-1%
CCc1c(C)nc2nc(-c3ccccc3)nn2c1NCc1ccc(C)cc1,-7%,11%,0%,-8%,?,?,-2%
COc1ccccc1NC(=O)C1=C(C)Nc2c(C(=O)Nc3ccc(F)cc3)cnn2C1c1cccc([N+](=O)[O-])c1 (configuration not stated),-11%,12%,1%,-5%,-13%,6%,0%
Brc1ccc(-c2nnc3sc(CN4CCCCC4)cn23)cc1,0%,24%,0%,9%,1%,2%,1%
CCCN1C(=O)C2(c3ccccc31)c1c(oc3ccccc3c1=O)C(=O)N2CCO (configuration not stated),-4%,3%,0%,?,3%,38%[activator],1%

Results in p53null 39C kill, for some of the entries so far:
SMILES	p53null 39C kill
Cc1cccc(CS(=O)(=O)Cc2ccc(C(=O)NC(C)c3ccccc3)o2)c1 (configuration not stated)	2%
CC1=C(C(=O)NCc2cccc(Br)c2)C2(CCCCC2)OC1=O	-20%
COc1cccc(C(=O)Nc2ccccc2-c2nc3ccccc3s2)c1	14%
CC1CCN(C(=O)CSc2nnc(NC(=O)Nc3ccccc3)s2)CC1	17%

Next part:
Molecule,TSG101-PTAP inh,p53null 32C kill,GALK inhibitor,NTMT1 inh,FH mod,p53null 39C kill,B2AR arrestin ag
COc1ccc(NC(=O)c2csnn2)cc1,3%,?,3%,?,-19%,?,-5%
O=C(c1cc2c(=O)[nH]c3ccccc3c2s1)N1CCN(c2ccc(F)cc2)CC1,2%,19%,1%,-10%,-2%,-4%,1%
Cc1ccc(-n2ncc3c(N4CCN(C)CC4)ncnc32)cc1C,-11%,-21%,-3%,?,1%,5%,-1%
Cc1ccc(-n2nc3c(=O)n(CC(=O)NC(C)C)nc(C)c3c2C)cc1,-4%,5%,-1%,17%,9%,-4%,0%
CCOc1ccc(Nc2oc(/C=C/c3ccc(F)cc3)nc2C#N)cc1,-4%,2%,0%,-1%,-3%,-14%,-2%
O=[N+]([O-])c1cc(-c2nc(-c3ccccc3)no2)ccc1NC1CCCC1,3%,13%,1%,6%,1%,13%,-1%
CCN(CCCNC(=O)c1nn(-c2ccc(OC)c(Cl)c2)c(=O)c2c1c1ccccc1n2C)c1cccc(C)c1,1%,-1%,-2%,12%,2%,25%,1%
CCOC(=O)N1CCC(NC(=O)c2cnn(-c3ccc(OC)cc3)c2C2CCN(C(=O)OC(C)(C)C)CC2)CC1,-5%,1%,0%,-4%,-3%,-12%,1%
O=C(c1ccc2c(c1)N(Cc1ccccc1)C(=O)c1ccccc1S2(=O)=O)N1CCCC1,-5%,0%,-1%,15%,-4%,-17%,-1%
COc1ccc(NC(=O)Cn2cc(S(=O)(=O)c3ccccc3)c(=O)c3cc4c(cc32)OCO4)cc1,-2%,2%,8%,1%,-10%,16%,1%
Cn1c(=O)n(C)c2cc(CNCc3ccc(C(=O)O)cc3)ccc21,-3%,-19%,4%,-1%,3%,9%,1%
COc1ccc(-c2c(C)nn3c(C(F)(F)F)cc(-c4ccccc4)nc23)cc1OC,0%,-3%,0%,-3%,9%,5%,1%
Cc1cccc(C)c1Nc1c(-c2ccc(O)cc2)nc2sccn12,-5%,8%,-7%,-8%,32µM*,-7%,6%
O=S(=O)(Nc1nc2n(n1)C(c1ccc(F)cc1)C=C(c1ccccc1)N2)c1ccc(Cl)cc1 (configuration not stated),-4%,11%,-10%,?,-29%,-3%,-1%
Cc1ccc(N(CC(=O)Nc2ccc(F)cc2F)S(=O)(=O)c2cccs2)cc1,-1%,15%,-1%,3%,-21%,5%,1%
Cn1c(=O)c2c(-c3ccccc3)n(CCCO)cc2n(C)c1=O,0%,3%,-1%,26%,5%,13%,1%
O=C(NCCC1=CCCCC1)c1ccc2c(c1)N(Cc1ccc(Cl)cc1)C(=O)c1ccccc1S2=O (configuration not stated),-3%,5%,-1%,17%,-11%,2%,-2%
COC(=O)CC1Oc2ccccc2-n2cc(-c3ccc(F)cc3)nc21 (configuration not stated),-11%,.,6%,4%,13%,.,0%
CCOC(=O)c1cc(S(=O)(=O)N2CCN(c3ccccc3)CC2)[nH]n1,0%,-4%,0%,4%,-5%,-9%,0%
CCOC(=O)c1c(N)n(-c2cc(C)cc(C)c2)c2nc3ccccc3nc12,-2%,3%,0%,.,.,-6%,0%
Cc1ccc(Cl)cc1N1CCN(C(=O)c2c(C)oc3ncnc(N4CCOCC4)c23)CC1,-9%,4%,-2%,8%,6%,-21%,-1%
CCOc1ccc2c(c1)c(=O)c(C(=O)c1ccccc1)cn2Cc1ccccc1,1%,-2%,8%,?,-9%,18%,5%
CCN(CC)CCNC(=O)c1ccc(Cn2c(=O)c3cccn3c3cccnc32)cc1,-4%,2%,3%,2%,-13%,-23%,0%
Cc1ccc(NC(=O)c2sc3nc[nH]c(=O)c3c2C)cc1Cl,4%,-11%,1%,3%,1%,4%,1%
O=C(CCS(=O)(=O)c1cccc2nsnc12)Nc1ccc(F)cc1,-2%,-5%,0%,-13%,0%,6%,1%
CCOc1ccc(C(=O)Nc2ccc(-n3nncc3-c3ccccc3)cc2)cc1OCC,-3%,0%,3%,10%,?,1%,-1%
Cc1cc(C)n(CC(=O)Nc2cc(F)ccc2F)c(=O)c1C#N,0%,-1%,-1%,?,3%,1%,0%
Cc1cccc(C2N=C(N)Nc3nc4ccccc4n32)c1 (configuration not stated),-24%,-16%[9.22 µM],0%,?,1%,-7%,0%
O=C(CSc1nc2ccsc2c(=O)n1Cc1ccccc1F)NCc1ccccc1,0%,-8%,-2%,15%,-6%,9%,-2%
CC1CCN(C(=O)c2c(NC(=O)c3ccccc3Cl)sc3c2CCC(C(C)(C)C)C3)CC1 (configuration not stated),-8%,-6%,3%,-7%,?,23%,1%
O=C(Cn1ccn(-c2ccc(F)cc2)c(=O)c1=O)NCCc1ccccc1,-6%,-3%,1%,-18%,-6%,-3%,0%
CC1CCCN(c2csc3ccc(F)cc3c2=O)C1 (configuration not stated),-12%,-15%,-2%,-2%,3%,-13%,2%
Cn1c(=O)c(=O)n(C)c2cc(N3CCOCC3)c(NS(=O)(=O)c3ccc(Cl)cc3)cc21,3%,-2%,-1%,10%,?,?,0%
COc1ccccc1N1CCN(C(=O)c2cnc(N3CCCCC3)c3ccccc23)CC1,-9%,29%,-1%,-2%,-15%,13%,0%
Cc1ccc(CNC(=O)C(=O)NCC(c2cccnc2)N2CCN(c3ccccc3F)CC2)cc1 (configuration not stated),-7%,52%[activator],0%,5%,-7%,?,1%

Some of the entries above, reformatted:
Cn1c(=O)c(=O)n(C)c2cc(N3CCOCC3)c(NS(=O)(=O)c3ccc(Cl)cc3)cc21
- TSG101-PTAP inh = 3%
- p53null 32C kill = -2%
- GALK inhibitor = -1%
- NTMT1 inh = 10%
- FH mod = ?
- p53null 39C kill = ?
- B2AR arrestin ag = 0%
COc1ccccc1N1CCN(C(=O)c2cnc(N3CCCCC3)c3ccccc23)CC1
- TSG101-PTAP inh = -9%
- p53null 32C kill = 29%
- GALK inhibitor = -1%
- NTMT1 inh = -2%
- FH mod = -15%
- p53null 39C kill = 13%
- B2AR arrestin ag = 0%

Assay outcomes (PubChem)

The list is partial. The share of hits here may be higher or lower than overall.
